Screening results as filed in PubChem BioAssay.
RAD54 branch – inhibitors of human RAD54 branch migration, primary screen, biochemical, fluorescence, single point | DNA repair and recombination protein RAD54-like (Homo sapiens), Q92698 | hit rate 0.14% among 360,000 | RAD54 Holliday junction branch migration, FAM/BHQ fluorescence | inhibition, % at 10.4 µM | AID 602329, 2012;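 active = mean normalized replicate activity at least 40 and at least half of replicates scoring 40 or more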;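 note: 0% = median of neutral control wells and 100% = median of positive control wells; inhibitors cause a drop in the FAM fluorescence signal; in these data hits start at about 50%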
PglD inh – C. jejuni PglD acetyltransferase inhibitors, primary screen, biochemical, DTNB colorimetric, single point. UDP-N-acetylbacillosamine N-acetyltransferase PglD (Campylobacter jejuni). purified PglD enzyme, DTNB colorimetric CoA detection. inhibition, % at 12.5 µM. hit rate 0.098% among 360,000. AID 602405, 2012; in the data active = inhibition above about 16%, passing the limit was not always enough; note: strong numbers were not always called active
esBAF inh – Bmi1 luciferase reporter increase in mESCs, primary screen, esBAF inhibitor project, mouse ES cells, Bmi1 luciferase knock-in, single point; 24 h; 100% = twice the neutral-well signal; reporter increase, % at 12.5 µM; hit rate 2% among 350,000; AID 602393, 2012; in the data active = activation above about 40%;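 note: 0% = median of the plate's neutral control wells and 100% = double that signal; a rise in the Bmi1 reporter signal indicates esBAF inhibition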
ARNT TACC3 PPI – disruptors of ARNT/TACC3 protein interaction, primary screen, biochemical, AlphaScreen, single concentration. Transforming acidic coiled-coil-containing protein 3 (Homo sapiens), Q9Y6A5. AID 623870, 2012. hit rate 0.66% among 390,000. inhibition, % at 9.99 µM. AlphaScreen His-ARNT PAS-B/GST-TACC3 binding, luminescence; TACC3 fragment carries E629A point mutation;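 active = mean inhibition of replicates at least 50% and at least half of replicates each reaching 50%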;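 note: 0% = complete ARNT plus TACC3 wells and 100% = ARNT alone without TACC3; many hits fall short of the cut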
CASP6 VEID inh – human caspase-6 inhibitors, primary screen, biochemical, VEID-R110 fluorescence, single point, set 2 | AID 686996, 2013 | inhibition, % at 12.5 µM | purified caspase-6, Z-VEID-R110 cleavage fluorescence | P55212 | hit rate 0.53% among 350,000;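 active = mean inhibition across replicates at least about 35%, with every replicate also reaching that limit, limit read from the data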;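 note: 0% = median of neutral control wells and 100% = no fluorescence left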
Target sequence (P55212 24-179 limits assumed): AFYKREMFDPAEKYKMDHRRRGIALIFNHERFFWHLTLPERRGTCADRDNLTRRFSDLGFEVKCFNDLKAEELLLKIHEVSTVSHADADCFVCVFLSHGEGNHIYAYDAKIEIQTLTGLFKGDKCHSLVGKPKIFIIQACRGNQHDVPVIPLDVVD
Target sequence (P55212 194-293 limits assumed): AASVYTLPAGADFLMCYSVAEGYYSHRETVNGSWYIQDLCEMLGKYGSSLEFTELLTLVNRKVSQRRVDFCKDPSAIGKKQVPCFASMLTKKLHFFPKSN
E-sel inducer – E-selectin induction in HUVECs, primary screen, imaging, HUVEC, immunofluorescence imaging, single point; normalized: neutral wells 0, TNF-alpha wells 100; hit rate 0.37% among 260,000; P16581; activation, % at 7.58 µM;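 active = mean E-selectin-positive cell signal at least 10% of the positive control, reached in at least 60% of replicates, without over 20% cell loss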;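 note: in these data hits start at about 27%; measured in HUVEC primary endothelial cells; signal is the percent of cells scored E-selectin positive by PE staining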
Target sequence (P16581 whole entry, looked up): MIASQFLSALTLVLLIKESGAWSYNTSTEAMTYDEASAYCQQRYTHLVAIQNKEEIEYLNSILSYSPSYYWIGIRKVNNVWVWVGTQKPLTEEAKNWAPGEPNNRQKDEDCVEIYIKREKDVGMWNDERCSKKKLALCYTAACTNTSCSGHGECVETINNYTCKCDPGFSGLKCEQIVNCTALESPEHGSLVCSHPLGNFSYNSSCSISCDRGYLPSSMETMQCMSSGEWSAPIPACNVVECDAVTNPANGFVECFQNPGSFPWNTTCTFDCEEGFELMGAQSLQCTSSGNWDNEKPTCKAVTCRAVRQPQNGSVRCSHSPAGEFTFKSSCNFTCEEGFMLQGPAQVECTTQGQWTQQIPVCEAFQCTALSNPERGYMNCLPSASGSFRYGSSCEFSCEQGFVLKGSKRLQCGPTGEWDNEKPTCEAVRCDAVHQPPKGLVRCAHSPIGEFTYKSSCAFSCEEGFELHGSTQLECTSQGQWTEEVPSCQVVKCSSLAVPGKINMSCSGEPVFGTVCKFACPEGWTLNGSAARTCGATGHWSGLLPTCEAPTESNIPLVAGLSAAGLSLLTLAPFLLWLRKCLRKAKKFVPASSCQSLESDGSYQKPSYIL
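Read-out: % PE-positive cells | Test system: HUVEC | Doses: One compound dose added by pin transfer | Buffer or medium: EGM-2 over gelatin coat | Signal: Immunofluorescence imaging | Benchmarks: TNF-alpha, DMSO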
RAD52 inh – RAD52 DNA annealing inhibitors, primary screen, biochemical, FRET, single point, set 2; DNA repair protein RAD52 homolog (Homo sapiens), P43351; recombinant RAD52 DNA annealing, FRET fluorescence; inhibition, % at 18.7 µM; hit rate 0.46% among 360,000;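 active = every replicate showing at least 50% inhibition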
ERp5 inh – inhibitors of ERp5-driven insulin aggregation, primary screen, biochemical, turbidity, absorbance 650 nm, single point | hit rate 0.05% among 350,000 | 90 min | inhibition, % at 9.99 µM;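 active = mean replicate inhibition above about 25%, with every replicate also reaching it, limit read from the data, passing the limit was not always enough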
The depositor's hits bear a star; . = no result given. No enrichment for hits; 3.2% or so of the library scored in one or more.

SMILES	RAD54 branch	PglD inh	esBAF inh	ARNT TACC3 PPI	CASP6 VEID inh	E-sel inducer	RAD52 inh	ERp5 inh
COc1ccc(NC(=O)Nc2cccc3c2O[C@@H](CN(C)Cc2ccc(Oc4ccccc4)cc2)[C@H](C)CN([C@H](C)CO)C3=O)cc1	3.6	1.3	-2.1	12.3	0.0	2.1	15.8	-0.7
Cc1noc(C)c1NC(=O)N(C)C[C@@H]1Oc2ccc(NC(=O)Nc3ccc4c(c3)OCO4)cc2C(=O)N([C@H](C)CO)C[C@@H]1C	-2.9	-0.4	12.6	-3.8	1.8	-8.1	20.5	9.5
CC(=O)N1[C@H](CO)[C@@H](c2ccccc2)C12CN(C(=O)c1cnccn1)C2	.	.	.	.	-0.4	-0.3	-13.5	3.1
CN(C)S(=O)(=O)N1CCN(C(=O)c2cccs2)CC1	.	.	.	3.2	-1.5	.	-7.4	0.9
COC(=O)C(Cc1ccc(O)cc1)NC(=O)C12CC3CC(CC(C3)C1)C2 (centres undefined)	.	.	.	-2.4	2.4	.	-9.9	-0.3
Cc1nnc(SCC(=O)Nc2sccc2C#N)n1Cc1ccccc1	-5.3	-0.3	4.5	-0.2	.	.	.	.
C[C@@H]1CN([C@H](C)CO)C(=O)c2cc(-c3ccncc3)cnc2O[C@@H]1CN(C)C(=O)c1cccc(F)c1	-10.1	2.8	1.9	2.2	1.6	-0.3	-2.9	-2.1
CCC(=O)N1C[C@@H](C)[C@@H](OC)CN(C)C(=O)c2cc(NS(=O)(=O)CC)ccc2OC[C@H]1C	-11.4	3.8	-0.8	-4.1	0.3	0.1	4.2	2.3
CC1(C(=O)NS(=O)(=O)c2cccs2)CCN1C(=O)c1ccccc1CCc1ccccc1 (centres undefined)	-2.3	2.9	-4.8	.	-5.7	-0.1	3.4	-5.4
CCC1=NN(C(=O)c2ccc(Cl)cc2)C(O)(c2ccc(C)cc2)C1 (centres undefined)	-5.5	-1.1	1.9	-7.6	47.9*	.	-32.7	1.5

Marked active in CASP6 VEID inh (from the list above):
| canonical_smiles | PglD inh | esBAF inh | ARNT TACC3 PPI | CASP6 VEID inh | RAD52 inh | ERp5 inh |
| --- | --- | --- | --- | --- | --- | --- |
| CCC1=NN(C(=O)c2ccc(Cl)cc2)C(O)(c2ccc(C)cc2)C1 (centres undefined) | -1.1 | 1.9 | -7.6 | 47.9* | -32.7 | 1.5 |

New compounds follow
SMILES	RAD54 branch	PglD inh	esBAF inh	ARNT TACC3 PPI	CASP6 VEID inh	E-sel inducer	RAD52 inh	ERp5 inh
CCCCn1c(=O)c(CCC(=O)OCC(=O)NC(=O)NCCC(C)C)nc2ccccc21	-1.3	-1.6	7.5	.	2.8	.	-12.4	-7.5
COc1ccc(OCc2cc(C(=O)NCC(C)Oc3cccnc3)no2)c(Cl)c1 (centres undefined)	0.8	0.1	70.1*	-0.2	0.1	-0.2	-5.1	-5.3
CO[C@@H]1CN(C)C(=O)c2ccc(NC(C)=O)cc2OC[C@H](C)N(C(=O)c2ccncc2)C[C@@H]1C	-12.3	0.9	-10.5	-2.8	.	0.8	-4.5	3.5
CN(C)C(=O)C[C@@H]1CC[C@@H]2[C@H](COC[C@H](O)CN2S(=O)(=O)c2ccccc2)O1	5.6	-2.0	-6.4	-7.1	-1.8	-0.1	0.1	0.1
CC(=O)N(C)C[C@H]1Oc2cc(C#Cc3cccc(F)c3)ccc2S(=O)(=O)N([C@H](C)CO)C[C@@H]1C	-7.8	0.3	0.2	-1.3	-0.5	-0.1	11.6	-4.4
COC(=O)c1cccc(N(C(=O)c2ccco2)C(C(=O)NC2CCCC2)c2ccco2)c1 (centres undefined)	1.1	1.1	2.6	3.9	.	.	.	.
O=C(C[C@@H]1C=C[C@@H](NC(=O)Nc2cc(F)ccc2F)[C@H](CO)O1)NCCCN1CCOCC1	-4.2	3.3	0.5	3.2	0.0	0.1	12.4	-4.5
Fc1cccc(CSc2nnc3c(n2)[nH]c2ccccc23)c1	.	.	.	-6.9	6.4	-2.6	-8.0	4.7
CCOc1ccc(NC(=O)CN2C(=O)COc3ccc(S(=O)(=O)N4CCCCC4)cc32)cc1	9.4	-1.1	9.5	1.2	4.5	.	-18.1	-1.4
Cc1cc(C)cc(N=Cc2[nH]c3ccc(Br)c(Cl)c3c2O)c1	.	.	.	2.0	-1.5	2.2	-46.9	-9.3
O=C(Nc1ccccc1)Nc1ccc(NC(=O)c2ccccc2O)cc1	6.3	4.4	15.6	-6.0	-0.9	-0.5	4.1	0.3
COc1cc2ccc(C(C)=O)c(O)c2cc1OC	-0.7	-6.5	6.9	.	-1.7	.	-6.1	-3.6
COc1ccc(NC(=O)N(C)C[C@@H]2Oc3ccc(N(C)C)cc3CC(=O)N([C@@H](C)CO)C[C@H]2C)cc1	1.4	1.2	-1.1	-2.8	-0.1	-8.2	-2.5	-4.3
COc1cc(C2c3cc4c(cc3OC(NNC(N)=S)C2C)OCO4)cc(OC)c1OC (centres undefined)	.	.	-19.7	17.1	0.6	0.1	4.8	-2.0
COc1cc(/C=N/Nc2nc(=O)[nH]nc2C)cc(OC)c1O	.	.	.	34.2	-0.8	.	-12.0	-2.6
CCCn1c(SCC(=O)NCCc2ccccc2)nnc1-c1ccco1	-10.7	2.5	-5.3	1.4	.	.	.	.
O=C(Nc1cccc(NC(=O)c2ncn[nH]2)c1)c1cccc(Cl)c1	3.6	0.7	2.9	1.3	-2.6	4.8	-18.0	2.5
C[C@@H]1CN([C@H](C)CO)C(=O)Cc2cc(NC(=O)Cc3ccccc3)ccc2O[C@@H]1CN(C)Cc1ccc(Cl)c(Cl)c1	3.8	-1.8	-4.7	33.3	2.1	1.0	18.4	-6.2
CC(=O)c1cccc(NC(=O)/C(=C\c2cccnc2)NC(=O)c2ccccc2)c1	7.1	-10.0	-7.0	-2.2	0.1	.	-1.2	2.0
CCCCC(=O)Nc1cccc(NC(=O)c2ccccc2Br)c1	-2.8	-1.5	-2.7	-13.2	.	.	.	.
Cc1ccc(NC(=O)[C@H](C)NC(=O)C2CCN(C(=O)[C@H](CC(C)C)NC(=O)OC(C)(C)C)CC2)cc1	-6.3	-0.7	-1.1	33.8	2.7	0.0	-7.0	7.4
CN(C)/C=N/c1nc2nccc(-c3ccc(F)cc3)n2n1	.	.	.	1.6	-1.2	0.1	-5.7	10.0
Cc1ccc(S(=O)(=O)Nc2nc3ccccc3nc2N2CCOCC2)cc1	-9.4	0.1	-7.1	3.3	-0.8	2.0	-2.9	3.9
O=C(c1c[nH]c(C(=O)C(Cl)(Cl)Cl)c1)c1ccccc1Br	.	.	-9.0	-3.6	2.1	.	-11.4	-2.0
CC(C)NC(=O)N(C)C[C@H]1Oc2cc(C3=CCCC3)ccc2S(=O)(=O)N([C@@H](C)CO)C[C@@H]1C	0.2	2.8	-1.1	8.3	5.2	-0.1	-9.5	-4.4
CC(C)(C)C(=O)NC(c1ccccc1)c1c(O)ccc2ccccc12 (centres undefined)	9.3	4.4	0.1	11.2	-3.8	.	-14.1	2.5
CCOC(=O)C(NC(=O)CC)(Nc1cc(C)on1)C(F)(F)F (centres undefined)	1.3	0.7	-8.2	-14.2	.	.	.	.
COC(=O)C[C@@H]1CC[C@@H]2[C@H](COc3ccc(NC(=O)c4ccc(OC)cc4)cc3C(=O)N2C)O1	6.2	-2.0	-1.9	-5.7	-1.7	-0.1	-0.4	-0.4
CC(=O)OCC1OC(Sc2cccc3cccnc23)C(OC(C)=O)C(OC(C)=O)C1OC(C)=O (centres undefined)	3.9	-3.0	-0.6	68.0*	.	.	.	.
C[C@H](NS(=O)(=O)c1ccc2c(c1)OCCCO2)C(=O)N1CCN(Cc2ccccc2)CC1	1.5	0.4	.	-2.5	4.5	0.3	-9.3	1.1

Next part; it opens with the 3 that closed the last part.
SMILES	RAD54 branch	PglD inh	esBAF inh	ARNT TACC3 PPI	CASP6 VEID inh	E-sel inducer	RAD52 inh	ERp5 inh
COC(=O)C[C@@H]1CC[C@@H]2[C@H](COc3ccc(NC(=O)c4ccc(OC)cc4)cc3C(=O)N2C)O1	6.2	-2.0	-1.9	-5.7	-1.7	-0.1	-0.4	-0.4
CC(=O)OCC1OC(Sc2cccc3cccnc23)C(OC(C)=O)C(OC(C)=O)C1OC(C)=O (centres undefined)	3.9	-3.0	-0.6	68.0*	.	.	.	.
C[C@H](NS(=O)(=O)c1ccc2c(c1)OCCCO2)C(=O)N1CCN(Cc2ccccc2)CC1	1.5	0.4	.	-2.5	4.5	0.3	-9.3	1.1
CN(C(=O)COC(=O)/C=C/c1ccc2ccccc2n1)c1c(N)n(Cc2ccccc2)c(=O)[nH]c1=O	0.1	0.9	-4.2	-1.8	-1.1	.	-48.3	6.2
COc1ccc(OC)c(CN2C(=O)c3ccccc3C2C(=O)NCc2cccnc2)c1 (centres undefined)	-10.4	3.6	2.9	-1.8	-3.2	0.0	-10.9	8.4
COc1cccc(S(=O)(=O)N[C@@H]2CC[C@@H](CCNC(=O)Nc3cc(F)ccc3F)O[C@@H]2CO)c1	2.5	-0.3	15.4	1.7	0.6	0.3	4.1	-1.5
S=c1[nH]nc(-c2ccc(Br)o2)n1Cc1ccccc1	.	.	.	-6.5	4.6	.	3.6	-0.7
CC1CCN(c2ccc3c(c2)S(=O)(=O)c2cccc(C(=O)O)c2C3=O)CC1	-34.5	-3.2	0.6	-0.4	7.8	-0.1	-363.4	6.2
COc1ccc(C(C)(O)c2nc(-c3cc(F)cc(F)c3)cs2)cc1 (centres undefined)	3.3	2.8	-4.2	.	2.9	0.4	-13.2	1.9
C=C(C)[C@@H]1CC=C(CN2CCC(N3CCC(C(=O)N4CCCC4)CC3)CC2)CC1	-14.7	-6.8	7.0	1.4	-13.9	-0.6	-12.1	3.1
O=C(NC1CC1)c1ccc(-c2ccccc2)cc1	.	.	.	-13.5	1.7	1.6	-17.6	-1.6
C[C@H](CO)N1C[C@H](C)[C@H](CN(C)Cc2ccc(-c3ccccc3)cc2)OCc2cnnn2CCCC1=O	-27.7	1.2	5.3	2.6	1.4	-0.2	1.1	-3.6
Cn1ncc2c(=O)[nH]nnc21	0.3	-0.6	-3.0	-2.2	-3.4	0.8	-1.8	-0.1
CC(C)NC(=O)N(C)C[C@H]1OCCCC[C@H](C)Oc2ccc(NS(=O)(=O)c3cccs3)cc2C(=O)N([C@@H](C)CO)C[C@H]1C	9.7	-3.1	-7.3	-5.6	-1.2	.	5.2	3.2
S=C(NCC1CCCO1)N1CCN(c2nc(-c3ccc(Cl)cc3)cs2)CC1 (centres undefined)	3.6	-2.6	-2.2	-0.1	.	.	-31.8	5.7
CCN1CCN(CCNC(=O)c2ccc3nc(-c4cccc(C)c4)c(-c4cccc(C)c4)nc3c2)CC1	9.5	7.9	-42.3	-24.7	-84.4	3.4	68.1*	5.6
Cn1ncc(Cl)c1C(=O)Nc1ccc2c(c1)OCO2	8.6	-5.7	16.9	18.0	1.7	1.9	-12.1	0.2
NC(=O)C1(N2CCCCC2)CCN(C(=O)NC2CCCCC2)CC1	2.4	3.6	-7.5	-6.5	.	.	.	.
Cc1ccc(C(=O)C2COC(=O)C2)cc1 (centres undefined)	-5.9	0.9	-6.1	0.6	.	.	.	.
